Glioma ERSR ind: ER stress response induction in glioma; U87-MG GRP78 promoter luciferase reporter, 16 h; Potency, µM, inactives show at the top dose activation, most hits filed as activators; 420,000 tested, 0.02% active; AID 602332; also: potency is read from the fitted curve at half-maximal effect; series mostly up to about 76 µM; % of control where 0% means no effect; nearly all actives have a fitted effect of over 35% in size
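Stably transfected U87-MG glioma cells carrying a GRP78-based luciferase sensor; 16 h compound incubation. Luminescence end-point read 10 min after Bright-Glo addition at room temperature.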
LDHA inh: blocks human lactate dehydrogenase A | 480,000 tested, 0.15% active | purified LDHA, NADH/diaphorase-resazurin fluorescence; hits give low values | AID 1347041 | activity change, % (values are at about 110 or 230 µM); in the data active = activity change below about -30%; inconclusive = mostly about -25% to -30%;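 also: plate controls were DMSO wells for no effect and wells without enzyme for full effect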
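Remaining NADH was detected by diaphorase (0.133 mg/mL) converting 37 µM resazurin to fluorescent resorufin, read at 0 and 20 minutes. The preceding 5-minute room-temperature reaction used 2 nM LDHA, 0.2 mM sodium pyruvate and 0.06 mM NADH at pH 7.4.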
IDH1 R132H inh: human IDH1 R132H inhibition; O75874; AID 602179; IDH1-R132H enzyme, NADPH consumption, diaphorase/resazurin fluorescence; Potency, µM (highest dose often 76.6 µM), inactives show at the highest dose activity change, negative = inhibition, most hits filed as inhibitors; 390,000 tested, 0.093% active; also: potency is read from the fitted curve at half-maximal effect; % is scaled to controls: 0 for no effect and ±100 for the full control effect; nearly all actives have a fitted effect of over 65% in size
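IDH1-R132H (0.5 ug/mL dispensed) in pH 7.5 Tris buffer was preincubated 30 min with compound, then given a substrate mix of 0.016 mM NADPH and 2 mM alpha-KG for 80 min at room temperature; remaining NADPH was read by diaphorase/resazurin fluorescence.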
RXFP1 ag: activates the human relaxin receptor RXFP1; Q9HBX9; Potency, µM (top dose mostly 57.5 µM), for the others: at the highest dose activation, most hits filed as activators; HEK293T-RXFP1 cAMP TR-FRET, 30 min; response scale: percent of porcine relaxin response, buffer zero; 370,000 tested, 0.3% active; also: potency is read from the fitted curve at half-maximal effect; % is scaled to controls: 0 for no effect and ±100 for the full control effect; nearly all actives have a fitted effect of over 60% in size; many of its hits are not listed in these tables
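HEK293T cells stably expressing RXFP1 were pretreated with the PDE4 inhibitor Ro 20174, exposed to compounds for 30 min at 37C, lysed, and cAMP was read by TR-FRET. Data normalized to buffer (basal) and 29 nM porcine relaxin (100%).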
PI4K2A inh: blocks human PI4K2A kinase activity | purified PI4K2A, ADP-Glo luminescence, 1 h; hits give low values | AID 1346378 | activity change, negative = inhibition, % at 76.9 µM | 420,000 tested, 0.13% active | Q9BTU6; in the data active = activity change below about -50%; inconclusive = mostly about -30% to -49%;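 also: -100% = wells without enzyme as full effect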
Target sequence (Q9BTU6 whole entry, looked up): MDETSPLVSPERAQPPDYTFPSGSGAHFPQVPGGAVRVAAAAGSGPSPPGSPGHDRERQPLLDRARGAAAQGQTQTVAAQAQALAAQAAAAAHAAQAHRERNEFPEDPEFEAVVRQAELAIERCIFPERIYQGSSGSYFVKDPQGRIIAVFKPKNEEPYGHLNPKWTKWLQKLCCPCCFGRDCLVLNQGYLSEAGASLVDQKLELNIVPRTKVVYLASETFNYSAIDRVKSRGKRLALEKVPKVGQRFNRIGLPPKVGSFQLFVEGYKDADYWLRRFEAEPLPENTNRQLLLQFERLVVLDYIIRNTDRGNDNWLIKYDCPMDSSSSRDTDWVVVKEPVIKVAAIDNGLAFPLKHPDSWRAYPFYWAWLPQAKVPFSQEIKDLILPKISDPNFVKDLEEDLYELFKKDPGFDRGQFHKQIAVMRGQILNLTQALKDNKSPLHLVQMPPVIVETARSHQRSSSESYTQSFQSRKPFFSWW
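In this quantitative HTS, ADP production by PI4K2A was quantified luminescently after 1 h at ambient temperature; 100 microM adenosine served as plate-quality control.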
Vif-APOBEC3F blk: inhibitors of Vif-A3F interaction; 390,000 tested, 0.2% active; HeLa A3F-eYFP + Vif (tagged APOBEC3F with the HIV-1 protein that degrades it), YFP fluorescence increase; AID 602313; Potency, µM (titrated, usually from 46.1 µM), inactives show at the highest dose activity, negative = active; also: potency is read from the fitted curve at half-maximal effect; % of control where 0% means no effect; nearly all actives have a fitted effect of over 65% in size
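Fluorescence increase (Ex 488/Em 500-530) after overnight compound treatment at 37 deg C flags inhibition of Vif-driven A3F-eYFP loss in stable HeLa A3F-eYFP/Vif cells seeded overnight beforehand.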
Vif-A3G inh: inhibitors of Vif-APOBEC3G interaction | 410,000 tested, 0.076% active | Q9HC16 | Potency, µM (top dose mostly 46.1 µM), without a hit: at the top dose activity, negative = active, hits mostly inhibitors | HeLa A3G-eYFP + Vif (tagged APOBEC3G with the HIV-1 protein that degrades it), YFP fluorescence, overnight;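 also: potency is read from the fitted curve at half-maximal effect; % is scaled to controls: 0 for no effect and ±100 for the full control effect; nearly all actives have a fitted effect of over 60% in size; hits raise eYFP signal because A3G escapes Vif-driven loss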
Target sequence (Q9HC16 whole entry, looked up): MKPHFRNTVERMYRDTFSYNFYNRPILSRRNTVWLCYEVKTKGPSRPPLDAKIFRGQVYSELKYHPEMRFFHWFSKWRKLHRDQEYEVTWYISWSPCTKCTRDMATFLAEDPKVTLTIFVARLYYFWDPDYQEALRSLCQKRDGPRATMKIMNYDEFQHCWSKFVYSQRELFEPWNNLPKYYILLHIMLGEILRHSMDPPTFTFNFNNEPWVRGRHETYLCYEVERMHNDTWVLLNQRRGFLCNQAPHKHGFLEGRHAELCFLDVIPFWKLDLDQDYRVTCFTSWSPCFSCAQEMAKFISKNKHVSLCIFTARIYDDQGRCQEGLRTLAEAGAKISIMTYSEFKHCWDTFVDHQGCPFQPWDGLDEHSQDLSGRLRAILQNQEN
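Read-out is eYFP fluorescence (Ex 488/Em 500-530) from Vif-expressing HeLa A3G-eYFP cells; more signal means A3G escaped Vif-mediated degradation. Cells plated overnight, compound pinned in, incubated overnight at 37 deg C.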
USP1 inh: blocks the human USP1/UAF1 deubiquitinase complex; O94782; recombinant USP1/UAF1, Ub-Rhodamine cleavage fluorescence; Potency, µM (titrated, usually from 57.1 µM), for inactives: top-dose activity change, negative = inhibition, actives largely listed as inhibitors; 390,000 tested, 0.23% active; AID 743255; also: potency is read from the fitted curve at half-maximal effect; % is scaled to controls: 0 for no effect and ±100 for the full control effect; nearly all actives have a fitted effect of over 60% in size; inactives centre near -12
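High-throughput fluorogenic screen: 1nM USP1/UAF1 complex, Ub-Rho substrate 150nM final, 50mM HEPES pH 7.8 with 0.5mM EDTA, 0.1 mg/ml BSA, 1mM TCEP and 0.01% Tween-20.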
TrxR1 substrate: substrates of rat thioredoxin reductase 1; O89049; purified TrxR1 substrate turnover, NADPH consumption readout; Potency, µM (top dose mostly 114 µM), without a hit: at the top dose activity change, negative = substrate turnover; 390,000 tested, 0.01% active; also: potency is read from the fitted curve at half-maximal effect; % is scaled to controls: 0 for no effect and ±100 for the full control effect; nearly all actives have a fitted effect of over 50% in size
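Rat TrxR1, dispensed at 90 nM, was prereduced with 400 uM NADPH (final) for 5 min at ~22 deg C, then incubated with compound 15 min before 400 uM selenite. A first-read NADPH fluorescence drop versus no-compound background flagged substrates.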
Numbers without * were called inactive; & = joins results of further samples; [ ] = another dose, or the depositor's remark. Unless noted, calls follow the shape of the dose curve; as a rule, active = well fitted curve in the direction sought with a large enough effect; inconclusive = small, poorly fitted or top-dose-only effect, or another doubt; inactive = no such curve, though single readings can be large; an effect the other way counts as inactive or inconclusive. Some of the compounds tested; rates above refer to the full screens.

`CCOc1ccc(OCCC(=O)NNC(=O)c2ccncc2)cc1` gave Glioma ERSR ind -3%, LDHA inh -8, IDH1 R132H inh -1%, RXFP1 ag 0.4%, PI4K2A inh -1, Vif-APOBEC3F blk 10%, Vif-A3G inh -5%, USP1 inh -11% and TrxR1 substrate -5%.
`O=C(Nc1ccc(N2CCCCC2)cc1)c1ccccc1` gave Glioma ERSR ind -5%, LDHA inh -1, IDH1 R132H inh 2%, RXFP1 ag 1.2%, PI4K2A inh -14, Vif-APOBEC3F blk -2%, Vif-A3G inh 2%, USP1 inh 7% and TrxR1 substrate 0%.
`CCOCCn1ccc2c(OCC(=O)Nc3ccc(OC)cc3OC)cccc2c1=O` gave Glioma ERSR ind -2%, LDHA inh -3, IDH1 R132H inh 5%, RXFP1 ag 6.0%, PI4K2A inh -1, Vif-APOBEC3F blk -23%, Vif-A3G inh 2%, USP1 inh -20% and TrxR1 substrate -5%.
Screening O=C1Nc2cc(Cl)c(Cl)cc2N(O)N1c1ccc(Cl)c(Cl)c1 returned Glioma ERSR ind -5%, LDHA inh -2, IDH1 R132H inh 8%, RXFP1 ag 0.8%, PI4K2A inh 0, Vif-APOBEC3F blk 0%, Vif-A3G inh 0%, USP1 inh -4% and TrxR1 substrate 3%.
For NNC(=O)c1[nH]c2ccc(Br)cc2c1-c1ccccc1 the results were Glioma ERSR ind -7%, LDHA inh -4, IDH1 R132H inh inconclusive, RXFP1 ag 2.6%, PI4K2A inh 3, Vif-APOBEC3F blk -3%, Vif-A3G inh inconclusive, USP1 inh -19% and TrxR1 substrate 3%[57.1 µM].
For CC1CCCCC1NC(=O)CN(C)S(=O)(=O)c1ccc2c(c1)c(=O)n(C)c(=O)n2C (stereo not drawn) the results were Glioma ERSR ind -4%, LDHA inh -10, IDH1 R132H inh 0%, RXFP1 ag 6.2%, PI4K2A inh 0, Vif-APOBEC3F blk 3%, Vif-A3G inh 2%, USP1 inh -8% and TrxR1 substrate 3%.
For CCOc1ccc(NC(=O)c2cnn(-c3ccc(C)c(Cl)c3)c2C2CCNCC2)cc1 the results were Glioma ERSR ind -2%, LDHA inh -8, IDH1 R132H inh -1%, RXFP1 ag -2.6%, PI4K2A inh -3, Vif-APOBEC3F blk 5%, Vif-A3G inh 1%, USP1 inh -8% and TrxR1 substrate -2%.
C/C=N\NC(=O)COc1cc(C)ccc1C was read as Glioma ERSR ind -4%, LDHA inh -6, IDH1 R132H inh 0%, RXFP1 ag 3.1%, PI4K2A inh -2, Vif-APOBEC3F blk -2%, Vif-A3G inh inconclusive, USP1 inh -1% and TrxR1 substrate 7%[57.1 µM].
O=S(=O)(c1ccc2c(c1)OCCO2)C1CCC(S(=O)(=O)c2c(F)cccc2F)CC1 (stereo not drawn) was read as Glioma ERSR ind -2%, LDHA inh -3&-3, RXFP1 ag 6.7%, PI4K2A inh 3, Vif-APOBEC3F blk -1%, Vif-A3G inh 1% and TrxR1 substrate 7%.
Screening CCCCC1CCCC12NC(=O)NC2=O (stereo not drawn) returned Glioma ERSR ind -6%, LDHA inh -10, IDH1 R132H inh 1%, RXFP1 ag 2.1%, PI4K2A inh 2, Vif-APOBEC3F blk -26%, Vif-A3G inh 1%, USP1 inh 3% and TrxR1 substrate 3%.
For Cc1cc(=O)[nH]c(N2CCc3ccccc3C2)n1 the results were Glioma ERSR ind -2%, LDHA inh -12, IDH1 R132H inh 3%, RXFP1 ag 0.5%, PI4K2A inh 3, Vif-APOBEC3F blk -8%, Vif-A3G inh 1%, USP1 inh -14% and TrxR1 substrate 12%.
For CCn1c2ccccc2c2cc(NC(=O)CSc3nnc(-c4cccc(C)c4)o3)ccc21 the results were Glioma ERSR ind 1%, LDHA inh -4, IDH1 R132H inh -1%, RXFP1 ag 0.5%, PI4K2A inh 5, Vif-APOBEC3F blk -17%, Vif-A3G inh 2%, USP1 inh -11% and TrxR1 substrate -9%.
`O=C(c1ccc2c3n(nc2c1)-c1ccc(Cl)cc1CO3)N1CCOCC1` gave Glioma ERSR ind -2%, LDHA inh -20, IDH1 R132H inh -1%, RXFP1 ag 0.3%, PI4K2A inh -15, Vif-APOBEC3F blk 1%, Vif-A3G inh -8%, USP1 inh -16% and TrxR1 substrate 8%[57.1 µM].
For Oc1ccccc1N1CCN(c2ncccn2)CC1 the results were Glioma ERSR ind -2%, LDHA inh 3, IDH1 R132H inh 3%, RXFP1 ag 0.1%, PI4K2A inh 6, Vif-APOBEC3F blk 5%, Vif-A3G inh 2%, USP1 inh -18% and TrxR1 substrate 10%[57.1 µM].
Screening O=C(c1cnn2c(C(F)F)cc(-c3ccccc3)nc12)N1CCCCC1c1cccnc1 (stereo not drawn) returned Glioma ERSR ind -3%, LDHA inh -4, IDH1 R132H inh -16%, RXFP1 ag 2.0%, PI4K2A inh 1, Vif-APOBEC3F blk 0%, Vif-A3G inh 0%, USP1 inh -19% and TrxR1 substrate 4%.
`COc1ccc(S(=O)(=O)N2CCCC2CNC(=O)C(=O)NCc2ccco2)cc1` (stereo not drawn) gave Glioma ERSR ind -4%, LDHA inh -1, IDH1 R132H inh -1%, RXFP1 ag -0.7%, PI4K2A inh 3, Vif-APOBEC3F blk -1%, Vif-A3G inh 1%, USP1 inh inconclusive and TrxR1 substrate -14%.
`O=c1[nH]c2ccc(NS(=O)(=O)c3ccc(Cl)cc3)cc2[nH]1` gave Glioma ERSR ind -5%, LDHA inh 14, IDH1 R132H inh 20%, RXFP1 ag -2.5%, PI4K2A inh 0, Vif-APOBEC3F blk -16%, Vif-A3G inh -11%, USP1 inh -18% and TrxR1 substrate 5%.
Nc1ccc(Nc2ccncc2[N+](=O)[O-])cc1 was read as Glioma ERSR ind -3%, LDHA inh 0, IDH1 R132H inh 2%, RXFP1 ag 1.4%, PI4K2A inh -7, Vif-APOBEC3F blk -3%, Vif-A3G inh 0%, USP1 inh -23% and TrxR1 substrate 5%.
`CC(=O)N1CCC(C(=O)N2CCN(S(=O)(=O)c3ccc(F)cc3)CC2)CC1` gave Glioma ERSR ind -4%, LDHA inh -11, IDH1 R132H inh 15%, RXFP1 ag -3.7%, PI4K2A inh -9, Vif-APOBEC3F blk 1%, Vif-A3G inh 4%, USP1 inh -8% and TrxR1 substrate 5%.
Cn1c2ccccc2c2cnn(CC(=O)Nc3ccc(F)cc3F)c(=O)c21 was read as Glioma ERSR ind -5%, LDHA inh -5, IDH1 R132H inh -6%, RXFP1 ag -2.2%, PI4K2A inh -2, Vif-APOBEC3F blk 3%, Vif-A3G inh 4%, USP1 inh -2% and TrxR1 substrate 5%.
`CC(NC(=O)c1cccc(Cl)c1)C1CC2CCC1C2` (stereo not drawn) gave Glioma ERSR ind -4%, LDHA inh -9, IDH1 R132H inh -1%, RXFP1 ag -0.4%, PI4K2A inh -2, Vif-APOBEC3F blk -15%, Vif-A3G inh 1%, USP1 inh -16% and TrxR1 substrate 2%.
CCOC(=O)c1c(NC(=O)c2cc(-c3ccc(Cl)cc3)on2)sc2c1CCCC2 was read as Glioma ERSR ind -2%, LDHA inh 1, IDH1 R132H inh 0%, RXFP1 ag inconclusive, PI4K2A inh -1, Vif-APOBEC3F blk -2%, Vif-A3G inh -3%, USP1 inh -18% and TrxR1 substrate -8%.
`CSc1nsc(SC)c1C(=O)O` gave Glioma ERSR ind -3%, LDHA inh 3, IDH1 R132H inh -4%, RXFP1 ag -0.8%, PI4K2A inh 0, Vif-APOBEC3F blk -1%, Vif-A3G inh -1%, USP1 inh -6% and TrxR1 substrate -2%.
`CC(=O)c1ccc(NC(=O)CSc2nc(=O)n(Cc3ccccn3)c3c2CCC3)cc1` gave Glioma ERSR ind -1%, LDHA inh -7, IDH1 R132H inh -10%, RXFP1 ag 3.0%, PI4K2A inh -2, Vif-APOBEC3F blk 2%, Vif-A3G inh 2%, USP1 inh -13% and TrxR1 substrate -3%[57.1 µM].
For O=C(Cc1ccccc1)Nc1ccc(NC(=O)c2ccc(Br)cc2)cc1 the results were Glioma ERSR ind 0%, LDHA inh 0, IDH1 R132H inh 2%, RXFP1 ag 1.0%, PI4K2A inh -7, Vif-APOBEC3F blk -19%, Vif-A3G inh 0%, USP1 inh -13% and TrxR1 substrate 14%.
CC(=O)Nc1nc2ccccc2n1CCOc1ccccc1 was read as Glioma ERSR ind -2%, LDHA inh -5, IDH1 R132H inh 14%, RXFP1 ag -0.5%, PI4K2A inh 5, Vif-APOBEC3F blk 0%, Vif-A3G inh 0%, USP1 inh -20% and TrxR1 substrate -2%.
`Cc1ccc(-c2cc3ccccc3nc2N2CCOCC2)cc1` gave Glioma ERSR ind 0%, LDHA inh 0, IDH1 R132H inh 5%, RXFP1 ag 0.4%, PI4K2A inh -4, Vif-APOBEC3F blk -4%, Vif-A3G inh -8%, USP1 inh -15% and TrxR1 substrate 12%[57.1 µM].
Screening CCOC(=O)c1c(S(=O)(=O)N2CCC(C(=O)NCc3ccccc3OC)CC2)c(C)n(C)c1C returned Glioma ERSR ind -4%, LDHA inh -3, IDH1 R132H inh -5%, RXFP1 ag 1.5%, PI4K2A inh -1, Vif-APOBEC3F blk 1%, Vif-A3G inh -3%, USP1 inh -11% and TrxR1 substrate 3%[57.1 µM].

Bioassay records deposited in PubChem BioAssay by National Center for Advancing Translational Sciences (NCATS).
